Tb PYK inh: qHTS of Trypanosoma Brucei Inhibitors; pyruvate kinase (Trypanosoma brucei), Q57TT1; TbPYK enzyme, Kinase-Glo Plus ATP luminescence, 45 min; 410,000 compounds, 0.12% hits; Potency, µM (highest dose often 76.8 µM), for the others: at the top dose activity, negative = inhibition, actives largely listed as inhibitors; further: potency means the concentration at half of the fitted maximal effect; on the % scale 0 is the no-effect control and ±100 the full control effect; nearly all actives have a fitted effect of over 50% in size
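Glycolytic pyruvate kinase of T. brucei was incubated with substrate, test compound and 130 uM ADP for 45 minutes at room temperature. Luminescent Kinase-Glo Plus signal was measured after 10 minutes.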
Shiga toxin inh: A qHTS for Small Molecule Inhibitors of Shiga Toxin; Vero cells, Shiga toxin protein synthesis inhibition reporter; inhibition, % at 38.7 µM; 290,000 compounds, 9.2% hits; in the data active means inhibition mostly above about 28%, no sharp cut-off; inactive means mostly below about 43%; further: 0% is about no effect
Cycloheximide cs: Cycloheximide Counterscreen for Small Molecule Inhibitors of Shiga Toxin. cell reporter, cycloheximide protein synthesis inhibition counterscreen. max response, %. 300,000 compounds, 12% hits; in the data active means max response mostly above about 13%, no sharp cut-off; inactive means mostly below about 14%; further: read at 38.3 µM for the half of the compounds with a filed dose; 0% is about no effect
Pf growth 48h: Primary qHTS for delayed death inhibitors of the malarial parasite plastid, 48 hour incubation; P. falciparum luciferase growth in erythrocytes, 48 h; Potency, µM (doses to about 28.7 µM), inactives show at the highest dose activity change, negative = inhibition, actives largely listed as inhibitors; 310,000 compounds, 5.9% hits; AID 504832, 2011; further: potency means the concentration at half of the fitted maximal effect; on the % scale 0 is the no-effect control and ±100 the full control effect
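First compound was added to culture medium, then infected red cells at 0.1% parasitemia and 2% hematocrit (final). After incubation at 37 C under 5% CO2, luciferase detection reagent was dispensed and light output recorded.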
LmPK inh: qHTS Assay for Inhibitors of Leishmania Mexicana Pyruvate Kinase (LmPK); Q27686; purified LmPK, Kinase-Glo ATP luminescence, 1 h; Potency, µM (titrated, usually from 57.5 µM), inactives show at the highest dose activity change, negative = inhibition, actives largely listed as inhibitors; 290,000 compounds, 0.37% hits; AID 1721, 2009; further: potency means the concentration at half of the fitted maximal effect; on the % scale 0 is the no-effect control and ±100 the full control effect
Target sequence (Q27686 whole entry, looked up): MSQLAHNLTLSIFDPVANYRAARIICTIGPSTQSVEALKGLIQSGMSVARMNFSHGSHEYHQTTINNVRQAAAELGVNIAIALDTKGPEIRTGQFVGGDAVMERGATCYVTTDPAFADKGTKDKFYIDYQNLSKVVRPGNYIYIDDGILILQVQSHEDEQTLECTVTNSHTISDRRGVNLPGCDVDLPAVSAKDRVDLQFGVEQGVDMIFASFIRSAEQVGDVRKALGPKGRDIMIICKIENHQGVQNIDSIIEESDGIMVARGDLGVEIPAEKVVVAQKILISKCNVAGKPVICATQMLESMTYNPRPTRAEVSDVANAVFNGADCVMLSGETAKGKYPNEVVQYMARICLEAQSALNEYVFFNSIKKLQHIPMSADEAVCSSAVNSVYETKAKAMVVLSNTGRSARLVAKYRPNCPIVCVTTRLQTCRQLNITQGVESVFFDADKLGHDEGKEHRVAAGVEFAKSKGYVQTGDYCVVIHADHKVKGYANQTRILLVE
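Kinase-Glo luminescence read after 1 h RT reaction of 0.1 nM LmPK with 0.5 mM PEP and 0.1 mM ADP. Activity scaled between uninhibited and enzyme-free controls.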
AmpC no deterg: qHTS Inhibitors of AmpC Beta-Lactamase (assay without detergent). AmpC nitrocefin hydrolysis, absorbance 480 nm, 0.0001% Triton. Potency, µM (doses to about 57.1 µM), for the others: top-dose activity change, negative = inhibition, hits mostly inhibitors. 330,000 compounds, 0.52% hits;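 further: potency means the concentration at half of the fitted maximal effect; plate controls were no compound for no effect and no enzyme for full effect; nearly all actives have a fitted effect of over 20% in size; some results filed as inactive show a strong effect at the top dose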
Target sequence (P00811 whole entry, looked up): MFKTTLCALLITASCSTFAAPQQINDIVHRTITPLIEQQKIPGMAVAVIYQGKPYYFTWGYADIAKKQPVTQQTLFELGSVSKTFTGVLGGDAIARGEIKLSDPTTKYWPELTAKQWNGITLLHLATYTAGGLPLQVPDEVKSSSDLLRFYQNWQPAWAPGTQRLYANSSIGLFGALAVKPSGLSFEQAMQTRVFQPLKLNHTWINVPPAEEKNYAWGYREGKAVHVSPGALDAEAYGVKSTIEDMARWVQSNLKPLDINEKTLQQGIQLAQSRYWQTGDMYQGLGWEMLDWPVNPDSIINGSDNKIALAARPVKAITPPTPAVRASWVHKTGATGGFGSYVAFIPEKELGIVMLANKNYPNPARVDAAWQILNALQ
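20 mM phosphate pH 7.0 + 0.01% (detergent screen) or 0.0001% Triton X-100; 5.3 nM AmpC reagent; cpd preinc 15 min RT; nitrocefin (800 uM stock) to start; A480 q20 s × 4 min; Activity was normalised to no-enzyme and no-compound control wells.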
Pf growth 96h: Primary qHTS for delayed death inhibitors of the malarial parasite plastid, 96 hour incubation; AID 504834, 2011; Potency, µM (highest dose often 28.7 µM), without a hit: at the top dose activity change, negative = inhibition, usual class: inhibitors; 320,000 compounds, 6.9% hits; P. falciparum luciferase reporter growth, 96 h; further: potency means the concentration at half of the fitted maximal effect; on the % scale 0 is the no-effect control and ±100 the full control effect
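Cell-based qHTS: luciferase-tagged P. falciparum in erythrocytes (2% hematocrit, 0.05% parasitemia final) incubated with compounds for 96 hours, 37 C, 5% CO2; luciferase detection reagent then added and luminescence measured.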
* hit, by the source's call; u = inconclusive; x = not tested or not shown; [ ] = another dose, or the depositor's remark. Unless noted, the call rests on the fitted dose curve; in most records, active means well fitted curve in the direction sought with a large enough effect; inconclusive means small, poorly fitted or top-dose-only effect, or another doubt; inactive means no such curve, though single readings can be large; an effect the other way counts as inactive or inconclusive.

SMILES	Tb PYK inh	Shiga toxin inh	Cycloheximide cs	Pf growth 48h	LmPK inh	AmpC no deterg	Pf growth 96h
CC(NC(=S)Nc1ccccc1Cl)C(c1cccs1)N1CCCC1 (stereo not drawn)	-13%	10	-2	u	6%	-56%	12µM*
O=C(c1ccccc1F)N(Cc1ccccc1)Cc1ccccc1	2%	18	-2	-15%	2%	-26%	u
CC(=O)Nc1ccc(NC(=O)CN(c2cccc(C)c2)S(C)(=O)=O)cc1	2%	-8	-4	x	3%	-16%	-6%
COc1cc(NC(=O)CCC(=O)c2cccs2)cc(OC)c1	-4%	-15	6	17%	-10%	-30%	u
CCC(=O)N1CCN=C1SCc1ccc(F)cc1	-1%	-10	-7	x	-1%	-3%	u
CCOC(=O)N1CCN(S(=O)(=O)c2ccc(C(=O)Nc3nc4ccc(F)cc4s3)cc2)CC1	-4%	-9	1	-7%	0%	-12%	u
O=C(NCCc1ccc(Cl)cc1)C1CCN(S(=O)(=O)c2ccc(Br)s2)CC1	7%	45	8	u	-2%	5%	u
CN1CCN(C(=O)/C(=C/c2cn(S(=O)(=O)N(C)C)c3ccccc23)NC(=O)c2ccccc2Cl)CC1	-1%	-3	-1	u	-7%	32%[activator]	u
CCN(CC)S(=O)(=O)c1ccc(Cl)c(C(=O)OC2CC(C)OC2=O)c1 (stereo not drawn)	0%	-9	-3	6%	-4%	-8%	15%
C=CCn1cc(C=C2C(=O)NC(=O)NC2=O)c2ccccc21	-16%	-3	-5	x	0%	-40%	-2%
COc1ccccc1CCC(=O)NC1CCCN(c2ccc(C(F)(F)F)cn2)C1 (stereo not drawn)	1%	-5	-1	9%	11%	41%	-10%
COc1ccc(C=O)cc1COc1c(F)c(F)cc(F)c1F	-2%	-2	-3	-1%	-2%	-9%	1%[5.75 µM]
Cc1ccnc(NC(=O)CCC(=O)c2cc(C)sc2C)c1	-3%	x	x	14%	x	-18%	66%[activator]
CCCC(=O)Nc1nc2ccc(C(=O)OCC)cc2s1	-2%	73*	26*	-47%	2%	-7%	u
N#Cc1c(-c2ccccc2)cc(-c2ccccc2)nc1SCC(=O)O	-27%	-8	-2	31%[activator]	0%	-38%	35%[activator]
CCCN(C(=O)CSc1n[nH]c(-c2ccc(OC)cc2)n1)c1c(N)n(Cc2ccccc2)c(=O)[nH]c1=O	2%	x	x	-2%	x	-26%	4%
O=C(c1ccc(Cn2cc(Cl)cn2)o1)N1CCN(Cc2ccc3c(c2)OCO3)CC1	-8%	-29	-1	u	0%	119%[activator]	13µM*
COc1ccc(S(=O)(=O)N(CC(=O)NCc2ccccn2)Cc2ccccc2)cc1	-4%	-3	-5	-8%	5%	9%	77%[activator]
CC1(C)NC(=O)N(CN2C(=O)NC(C)(C)C2=O)C1=O	4%	-6	-1	-3%	1%	-21%	2%
c1ccc(NC2=NCCN2CC2CCCCC2)cc1	2%	x	x	-2%	x	-8%	52%[activator]
N/C(=N\OC(=O)COc1ccc2ccccc2c1Br)c1ccncc1	x	91*	24*	26%	0%	50%	-13%
COc1ccc(CC(=O)Nc2ccc(C(=O)NC(C)(C)C)cc2)cc1	0%	2	7	-9%	2%	-5%	0%
COc1ccc(OCC(O)CNCc2ccco2)cc1 (stereo not drawn)	-5%	11	4	5%	-3%	-4%	19%
CN1C[C@@H]2C[C@@H](c3ccc(C#CC(C)(C)O)s3)N3CCC[C@@]23C1=O	-5%	19	-4	u	11%	17%	-12%
Nc1nnc(CC(=O)Nc2ccccc2)s1	-3%	8	10	-21%	0%	-24%	-3%
O=C(c1cccc(F)c1)N1CCN(C2CCCCC2)CC1	3%	-8	-2	x	2%	-6%	-9%
O=c1c(-c2ccc(O)cc2)coc2cc(OC3OC(CO)C(O)C(O)C3O)cc(O)c12 (stereo not drawn)	-5%	68*	22*	39%[activator]	-4%	-19%	35%[activator]
COC(=O)NCc1cc2cc(Cl)ccc2[nH]1	0%	4	7	-15%	5%	1%	3%
CC(C)Cc1ccc(CN2CCCC(NC(=O)Cn3cnnn3)C2)cc1 (stereo not drawn)	1%	16	11	-7%	-2%	59%	u
Cc1cccc(-n2nc3c(c2NC(=O)c2ccc(S(=O)(=O)N4CCOCC4)cc2)CSC3)c1C	5%	3	-2	12µM*	7%	35%	2%
Cc1ccc(C)c(S(=O)(=O)Nc2cc3c4c(c2)CCC(=O)N4CCC3)c1	6%	x	x	u	x	-25%	u
O=C(N/N=C/c1ccccc1Cl)c1n[nH]c2c1CCCC2	u	54*	92*	-15%	u	-23%	5%
Cc1ccc(C2(c3noc(CN4CCC(c5ccncc5)CC4)n3)CCCC2)cc1	0%	-15	-7	u	3%	125%[activator]	12µM*
Cc1ccc(S(=O)(=O)n2nc(OC(=O)c3cccs3)cc2N)cc1	1%	-2	-6	10%	4%	-24%	13%
O=C(Nc1ccn(Cc2ccccc2)n1)c1ccc2c(c1)OCO2	2%	42*	24*	174%[activator]	-4%	-5%[2.29 µM]	-25%
COc1cccc(NC(=O)[C@@H]2CCCN2C(=O)C2CCN(S(=O)(=O)c3ccc(C)cc3)CC2)c1	6%	-7	1	u	3%	21%	-61%

In another format: results already given.
Values in the order – Tb PYK inh | Shiga toxin inh | Cycloheximide cs | Pf growth 48h | LmPK inh | AmpC no deterg | Pf growth 96h
> COc1cccc(NC(=O)[C@@H]2CCCN2C(=O)C2CCN(S(=O)(=O)c3ccc(C)cc3)CC2)c1
 : 6% | -7 | 1 | u | 3% | 21% | -61%
> Cc1cccc(-n2nc3c(c2NC(=O)c2ccc(S(=O)(=O)N4CCOCC4)cc2)CSC3)c1C
 : 5% | 3 | -2 | 12µM* | 7% | 35% | 2%
> O=c1c(-c2ccc(O)cc2)coc2cc(OC3OC(CO)C(O)C(O)C3O)cc(O)c12 (stereo not drawn)
 : -5% | 68* | 22* | 39%[activator] | -4% | -19% | 35%[activator]
> Cc1ccc(C)c(S(=O)(=O)Nc2cc3c4c(c2)CCC(=O)N4CCC3)c1
 : 6% | x | x | u | x | -25% | u

Additional entries follow.
SMILES	Tb PYK inh	Shiga toxin inh	Cycloheximide cs	Pf growth 48h	LmPK inh	AmpC no deterg	Pf growth 96h
N#CCCCCN1c2cccc3cccc(c23)S1(=O)=O	1%	-12	1	3%	-2%	-37%	x
O=C(O)Cc1ccc(C(=O)c2ccc(F)cc2)s1	-5%	1	-4	x	1%	-23%	-18%
CCc1ccc(NC(=O)N2CCc3ccccc3C2)cc1	1%	120*	50*	14%	2%	-39%	u
COCC(C)NC(=O)c1ccc(CN2CCc3ccccc3C2)cc1 (stereo not drawn)	0%	-6	4	0%	-1%	1%	-2%
COc1ccc(-c2csc(Nc3ccc(S(=O)(=O)Nc4cc(C)on4)cc3)n2)cc1	-2%	-4	2	-28%	-2%	-57%	44%[activator]
COc1ccc(C(=O)NN/C(=N/S(=O)(=O)c2ccc(C)cc2)c2ccccc2)cc1	-6%	59*	52*	14%	u	-17%	24%
COc1ccc(-c2cc(-c3ccc(OC)cc3)c(C#N)c(SC)n2)cc1	-1%	15	-3	65%[activator]	-3%	-4%	-13%
CCCn1cnc2cc(NC(=O)c3ccco3)ccc21	-5%	80*	63*	25%	-1%	-13%	45%[activator]
CCCOC(=O)C1=C(C)NC(=O)NC1c1cccc2ccccc12 (stereo not drawn)	2%	-6	1	u	7%	-22%	u
O=C1NCCN(Cc2ccc(Cl)c(F)c2)C1CC(=O)N1CCCO1 (stereo not drawn)	-9%	38	13*	-15%	0%	-10%	u
CC(C)C(=O)Nc1ccc2c(c1)oc1ccccc12	4%	105*	67*	x	-3%	1%	-9%
C=CCn1c(SCC#N)nc2ccccc2c1=O	3%	19	8	-22%	-1%	-19%	-2%[5.75 µM]
CC(=O)c1sc(-c2ccccc2)cc1NS(=O)(=O)c1ccc(C)cc1	2%	6	6	49%[activator]	-2%	-14%	75%[activator]
CCN(CC)C(=O)c1ccc(NS(=O)(=O)c2ccc(/C=C/C(=O)O)cc2)cc1	-6%	17	-3	-10%	2%	-14%	52%[activator]
CCOc1ccc(NC(=S)N2CCC(c3ccc(C)cc3)C2)cc1 (stereo not drawn)	-10%	-8	-2	8%	-8%	-4%	3%
O=C(Nc1ccc2c(c1)C(=O)OC2)c1ccc(Cl)cc1Cl	-3%	10	16	36%[activator]	0%	-7%	55%
COc1ccc(S(=O)(=O)N2CCOCC2)cc1NC(=O)c1ccc2c(c1)OCCO2	7%	11	-1	-26%	3%	39%	u
COc1ccccc1CSc1nc2c(c(=O)n(C)c(=O)n2C)n1C	-4%	-8	-1	12%	-6%	21%	-14%
COc1ccc(CN(C)CC(=O)Nc2ccc(N3CCOCC3)cc2)cc1OC	-6%	-1	-3	-4%	2%	-1%	31%[activator]
Cc1cc(C)n2nc(CNS(=O)(=O)c3ccc(F)c(C)c3)nc2n1	-1%	-2	-1	-11%	-2%	0%	-5%
CC(CN1CCN(C)CC1)OC(=O)c1ccc(F)cc1 (stereo not drawn)	0%	5	2	-15%	3%	-4%	310%[activator]
Cc1oc2cc3oc(=O)c4c(c3cc2c1C)CCC4	1%	8	6	104%[activator]	1%	-17%	u
O=C(COC(=O)/C=C/c1ccccc1)Nc1ccc2c(c1)OCCO2	-2%	x	x	u	x	-18%	32%[activator]
O=C(NNC(=O)c1n[nH]c2ccccc12)c1ccccc1	1%	x	x	40%[activator]	x	-12%	23%
CCC1Oc2ccccc2N(CC(=O)NCc2ccco2)C1=O (stereo not drawn)	2%	19	-1	5%	0%	-9%	u
COc1ccc(/C=N/NC(N)=S)cc1OC(=O)c1ccccc1	-4%	-32	6	x	11%	-51%	3%
CC(=O)Nc1ccc(S(=O)(=O)N2CCN(CCCOc3ccccc3Cl)CC2)cc1	x	-12	-3	x	17%	79%[activator]	6.6µM*
COc1ccc(NS(=O)(=O)c2cc(NC(=O)c3cccs3)ccc2N2CCCC2)cc1	-6%	43	12	-15%	3%	-26%	u
COC(=O)c1ccc(CSCC(=O)Nc2ccccc2)cc1	0%	-1	-2	58%[activator]	5%	-20%	u
Nc1nc(SCC(=O)NCCN2CCOCC2)nc2sc3c(c12)CCC3	1%	7	-2	15%	-2%	-1%	13µM*
CCOC(=O)N1CCN(C(=O)COc2ccc(Br)cc2)CC1	-1%	16	1	-2%	4%	20%	7%
COc1ccc(-c2oc(NC(C)=O)c(C#N)c2-c2ccc(OC)cc2)cc1	-6%	-10	-3	x	4%	-4%	u
CONc1nc(NC(C)(C)C)nc(OCC#N)n1	2%	-14	-3	-1%	-4%	-9%	0%
CCCCC12CN3CC(C)(CN(C1)C31C(=O)N(C)c3ccc(C)cc31)C2=O (stereo not drawn)	-1%	11	-1	3%	0%	-11%	32%[activator]
O=C(C1=C[C@@H](c2ccccc2)C[C@@H](OCc2ccc(CO)cc2)O1)N1CCOCC1	-5%	-14	9	38%[activator]	-1%	46%	67%[activator]
O=C(CCc1nnc(-c2ccccc2)o1)NCc1c(F)cccc1F	-1%	10	13	0%	9%	-12%	13µM*
